# IL1B NFkB inh: inhibitors of IL-1B driven NFkB p65 nuclear import, primary screen, imaging, HUVEC, IL-1B stimulus, high-content imaging; HUVEC IL-1B NFkB p65 nuclear translocation imaging; inhibition, % at 2 µM; actives 0.43% (n = 94,000); AID 796, 2007;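 active = inhibition above about 30% together with a positive call from visual inspection of the well image, limit read from the data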;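 note: nuclear over cytoplasmic p65 intensity ratio measured by imaging; 0% = IL-1B stimulated DMSO wells and 100% = unstimulated DMSO wells; values of inactives mirror those of a sister screen read the other way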
# PLAP inhibition: PLAP enzyme inhibitors, biochemical, luminescence, HTS (AID 690) | Alkaline phosphatase, placental type (Homo sapiens) | purified PLAP, luminescent substrate; higher % means a stronger effect | inhibition, % at 20 µM, or IC50 in µM where a hit was titrated | actives 0.08% (n = 96,000); in the data active = a potency from the dose series; inactive = the rest, 99 in 100 with inhibition below about 30%; note: strong numbers were not always called active
# MRP reversal: reversal of MRP1-mediated doxorubicin resistance, primary screen, H69AR cells, doxorubicin co-treatment | actives 0.04% (n = 85,000) | H69AR cells + 2 uM doxorubicin, CellTiter-Glo, 72 h | differential viability (reversal), % at 10 µM;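 active = viability drop by adding the cancer drug above about 55%, with treated viability meeting a 40% cutoff, limit read from the data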;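 note: viability without doxorubicin minus viability with 2 µM doxorubicin for each compound; larger differential means the compound sensitizes cells more to doxorubicin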
# Bcl-B TR3 displacers: displacers of TR3 peptide from Bcl-B, primary screen, selectivity assay for Bfl-1 inhibitor project, biochemical, fluorescence polarization; actives 0.11% (n = 96,000); FP displacement of FITC-TR3 peptide from Bcl-B; higher % means a stronger effect; Bcl-2-like protein 10 (Homo sapiens); displacement, % at 20 µM; hits with a dose series show IC50 in µM;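 active = displacement above 50% at 20 µM plus a fluorescence interference ratio under 1.5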;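 note: plate controls were wells without compound for no effect and wells lacking Bcl-B protein for full effect; a part of the inactive calls stands beside numbers as strong as those of hits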
# IL1B NFkB pot: enhancers of NFkB p65 translocation in HUVEC – imaging, IL-1B stimulus, high-content imaging, primary screen; HUVEC IL-1B NFkB p65 nuclear translocation imaging; activation, % at 2 µM; actives 0.3% (n = 94,000); AID 819, 2007;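 active = activation above 40%, about the mean plus 3 SD, also judged a hit on visual image review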;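 note: percent activation is computed from the nuclear over cytoplasmic p65 intensity ratio; values of inactives mirror those of a sister screen read the other way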
# MRP reversal cytotoxicity: further read-out of MRP reversal, marked with its call; viability, %; H69AR cells, CellTiter-Glo, 72 h; measured here: cytotoxicity without doxorubicin
# MRP reversal with doxorubicin: further read-out of MRP reversal, marked with its call; viability, %; measured here: viability with 2 uM doxorubicin; active compounds read low
# IL1B NFkB inh cell count 2 µM: also measured in IL1B NFkB inh; calls as there; cell count; measured here: cells passing quality filter;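 raw number of nuclei counted in each imaged well without normalization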
# IL1B NFkB pot cell count 2 µM: also measured in IL1B NFkB pot; calls as there; cell count; measured here: cells passing quality filter
# Active calls of the source: *; x = not tested or not shown. A portion of the library (hit frequency here may not be typical).
# Preview (6 entries):
SMILES,IL1B NFkB inh,IL1B NFkB inh cell count 2 µM,PLAP inhibition,MRP reversal,MRP reversal cytotoxicity,MRP reversal with doxorubicin,Bcl-B TR3 displacers,IL1B NFkB pot,IL1B NFkB pot cell count 2 µM
COc1ccc(C2CC(c3ccccc3)Nc3nc(NC(=O)c4ccco4)nn32)cc1 (stereo not given),-16,172,-89%,28,109,81,6%,16,172
COc1cccc2c1OC1(C)CC2N(C(=O)c2ccco2)C(=S)N1c1ccc(F)cc1 (stereo not given),x,x,8%,-10,60,70,-29%,x,x
Cc1nn(Cc2c(F)c(F)c(F)c(F)c2F)c(C)c1NC(=O)c1ccc(COc2ccccc2Cl)o1,3,174,-39%,x,x,x,-8%,-3,174
COc1cccc(N(CC(=O)N2CCc3ccccc3C2)S(C)(=O)=O)c1,-10,150,-21%,17,103,86,0%,9,150
Cn1c(/N=C/c2cccs2)nc2ccccc21,-1,93,-20%,x,x,x,15%,1,93
CC(=O)Nc1nnc(SCC(=O)NCCOc2ccccc2)s1,-11,113,10%,13,102,89,-9%,11,113

# This part in full, previewed entries included:
SMILES,IL1B NFkB inh,IL1B NFkB inh cell count 2 µM,PLAP inhibition,MRP reversal,MRP reversal cytotoxicity,MRP reversal with doxorubicin,Bcl-B TR3 displacers,IL1B NFkB pot,IL1B NFkB pot cell count 2 µM
COc1ccc(C2CC(c3ccccc3)Nc3nc(NC(=O)c4ccco4)nn32)cc1 (stereo not given),-16,172,-89%,28,109,81,6%,16,172
COc1cccc2c1OC1(C)CC2N(C(=O)c2ccco2)C(=S)N1c1ccc(F)cc1 (stereo not given),x,x,8%,-10,60,70,-29%,x,x
Cc1nn(Cc2c(F)c(F)c(F)c(F)c2F)c(C)c1NC(=O)c1ccc(COc2ccccc2Cl)o1,3,174,-39%,x,x,x,-8%,-3,174
COc1cccc(N(CC(=O)N2CCc3ccccc3C2)S(C)(=O)=O)c1,-10,150,-21%,17,103,86,0%,9,150
Cn1c(/N=C/c2cccs2)nc2ccccc21,-1,93,-20%,x,x,x,15%,1,93
CC(=O)Nc1nnc(SCC(=O)NCCOc2ccccc2)s1,-11,113,10%,13,102,89,-9%,11,113
COC(=O)c1cc2oc3ccccc3c2n1Cc1ccccn1,-7,78,3%,-3,101,103,-8%,7,78
CCOc1ccccc1-n1c(SCC(=O)N2CCOCC2)nnc1-c1ccccn1,-5,162,-39%,10,103,93,3%,5,162
CCOC(=O)C(CC)Sc1nc2c(cnn2-c2ccccc2)c(=O)[nH]1 (stereo not given),11,139,-3%,-23,46,69,13%,-11,139
COc1cc(OC)cc(-n2c3nc4ccccc4nc3c3c(=O)n(CC4CCCO4)cnc32)c1 (stereo not given),x,x,-40%,-27,52,78,-70%,x,x
O=C1NC2NC(=O)N(C(Cc3ccccc3)C(=O)O)C2N1 (stereo not given),14,112,14%,3,98,95,4%,-14,112
Cc1ccc(/C=N/n2c(C)n[nH]c2=S)o1,7,101,12%,x,x,x,-3%,-7,101
C=CCn1c(Oc2ccc(C(=O)OC)cc2)nc2c1c(=O)n(C)c(=O)n2C,-23,176,0%,x,x,x,-5%,12,141
Cc1ccc(OCc2ccc(C(=O)Nc3nccs3)o2)cc1C,-6,142,9%,3,77,75,-2%,6,142
CC(C)CC1NC(=S)N(C2CCCCC2)C1=O (stereo not given),-12,184,-16%,x,x,x,3%,12,184
Cc1csc2ncc(C(=O)N3c4ccccc4CC3C)c(=O)n12 (stereo not given),-15,168,-11%,13,93,80,-1%,15,168
O=C(NCC(c1cccnc1)N1CCOCC1)c1ccc2c(c1)OCO2 (stereo not given),36*,156*,x,9,92,84,x,-36,156
O=C1CC(c2ccccc2)Cc2nc(NCc3ccco3)ncc21 (stereo not given),-16,123,22%,-18,58,76,-5%,16,123
O=C1CC(c2ccco2)CC2=C1C1c3ccccc3C(=O)N1c1ccccc1N2 (stereo not given),x,x,-9%,-17,46,63,2%,x,x
Cc1ccccc1OCC(=O)Nc1sc(C(=O)Nc2cccc(C)c2C)c(C)c1C#N,-7,175,6%,x,x,x,-13%,7,175
CN1CCN(S(=O)(=O)c2ccc3c(c2)NC(=O)C2CCCN32)CC1 (stereo not given),-1,111,-12%,x,x,x,-11%,1,111
COC(=O)C(O)(CC(=O)Nc1cccc(SC)c1)C(F)(F)F (stereo not given),-13,138,-56%,25,98,73,-12%,13,138
CO/N=C(/CS(=O)(=O)c1ccc(C)cc1)c1ccc(OC)cc1,x,x,7%,-35,36,71,-4%,x,x
CC(C)(C)c1nnc2sc(SCCN3C(=O)c4ccccc4C3=O)nn2c1=O,10,205,3%,12,78,65,3%,-10,205
CCOC(=O)c1cccnc1SCC(=O)NC(C)CC (stereo not given),-6,124,x,8,94,86,x,6,124
FC(F)(F)c1cccc(Cn2nnnc2-c2cccc(C(F)(F)F)c2)c1,4,101,11%,x,x,x,-12%,-4,101
Cc1ccc(C(=O)NNC(=O)OC(C)(C)C)c(Cl)c1,-37,157,12%,x,x,x,5%,37,157
Cc1occc1-c1nnc(SCC(=O)NCCc2ccccc2)n1C(C)c1ccccc1 (stereo not given),x,x,-72%,-3,79,83,-5%,x,x
O=C(NCc1ccccc1)N(Cc1nc2ccccc2c(=O)[nH]1)C1CCCC1,17,91,-28%,13,90,76,-8%,-17,91
Cc1cccn2c(/C=N/OCc3cccc(F)c3)c(-c3ccc(Cl)cc3)nc12,2,171,-15%,x,x,x,-8%,-2,171
CCOC(=O)C1=C(CSc2n[nH]c(N)n2)NC(=O)NC1C (stereo not given),0,182,-135%,-16,85,101,-12%,0,182
COC(=O)c1ccccc1NC(=O)C(CCS(C)(=O)=O)NC(C)=O (stereo not given),-10,164,-22%,-5,94,99,1%,11,164
C/C(N)=C(/C#N)C(=O)CSc1nc2cc(Cl)ccc2s1,6,102,-22%,x,x,x,9%,-6,102
COc1ccc(C(=O)c2oc3ccc(OC)cc3c2N)cc1,x,x,7%,-10,69,80,14%,x,x
COCC(=O)N(Cc1cc2ccccc2[nH]c1=O)c1ccccc1OC,-8,104,4%,15,92,77,-10%,8,104
COc1cccc(/C=N/c2oc(-c3ccccc3)cc2C#N)c1O,-19,127,-5%,x,x,x,2%,19,127
Nc1ncn(C(=O)c2ccco2)n1,x,x,-3%,x,x,x,6%,x,x
CC(C)(C)c1ccc(OCC(O)CSc2ncn[nH]2)cc1 (stereo not given),-11,199,-87%,4,96,91,10%,11,199
CC(N=c1ccccn1C(=O)Nc1cccc(C(F)(F)F)c1)c1ccco1 (stereo not given),-10,137,6%,12,86,75,-7%,10,137
CC(C)c1nnc(NC(=O)C2c3ccccc3Oc3ccccc32)s1,-9,55,6%,-3,88,92,-10%,9,55
Cc1ccc(C(=O)O/N=C(\N)c2cccc([N+](=O)[O-])c2)cc1,2,114,-16%,x,x,x,1%,-2,114
CC1C(=O)CC(c2ccco2)NC1c1ccco1 (stereo not given),-4,165,-13%,x,x,x,15%,4,165
COc1ccccc1-c1n[nH]c(=S)o1,-13,146,22%,-17,83,100,-10%,13,146
Brc1cccc(-c2nnc3sc(CNC4CCCC4)cn23)c1,2,184,8%,14,96,81,4%,-2,184
CCOC(=O)c1c(C2COc3ccccc3O2)csc1NC(=O)c1ccco1 (stereo not given),-4,146,-5%,-17,31,48,-3%,4,146
O=C(CSc1nnc(-c2ccncc2)n1Cc1ccco1)Nc1nc(-c2ccccc2)cs1,6,150,10%,x,x,x,-2%,-6,150
O=C(CSc1nnnn1-c1ccccc1)N1CCCc2ccccc21,5,160,-8%,14,95,80,-9%,-5,160
COC(=O)Nc1ccc(S(=O)(=O)N2c3ccccc3CCC2C)cc1 (stereo not given),x,x,4%,-44,16,60,-8%,x,x
CCCn1c(N2CCC(Cc3ccccc3)CC2)nc2c1c(=O)[nH]c(=O)n2C,0,82,-26%,26,41,15,2%,0,82
CCOc1ccccc1NC(=O)CCc1ccc(C)o1,-14,99,28%,10,107,97,5%,14,99
Cc1ccc(Cn2c(SCCN3CCCCC3)nc3c2c(=O)n(C)c(=O)n3C)cc1,3,74,-64%,4,92,88,3%,-3,74
Cc1cc(=O)[nH]c(/N=C(\N)Nc2cccc3ccccc23)n1,7,133,18%,x,x,x,7%,-7,133
O=C(c1cc2cc(Cl)ccc2oc1=O)N1CCOCC1,7,106,10%,3,100,97,-3%,-7,106
COC(=O)c1sc(S(=O)(=O)NCc2ccccc2)c(C(=O)OC)c1C,-1,159,1%,17,87,69,2%,1,159
O=C(O)c1cc2nc(-c3ccccc3)cc(C(F)(F)F)n2n1,-12,194,-20%,-5,70,75,16%,12,194
CC(C)(C)C(=O)c1sc2nc(-c3cccs3)cc(C(F)(F)F)c2c1N,2,114,6%,x,x,x,-129%,-2,114
O=C(CSc1ncnc2c1oc1ccccc12)Nc1ccccc1F,-14,54,-7%,7,97,90,-8%,14,54
O=C(NC1CCCC1)c1cccc(S(=O)(=O)N2CCCCC2)c1,-30,137,18%,8,81,74,1%,30,137
C=CCNC(=O)c1snnc1-c1ccccc1,-7,104,1%,-6,88,94,-8%,7,104
CC1(C)N=C(SCC(=O)Nc2ccc(Cl)cc2Cl)C(c2ccccc2)=N1,19,143,-12%,9,91,82,4%,-19,143

# Continued:
SMILES,IL1B NFkB inh,IL1B NFkB inh cell count 2 µM,PLAP inhibition,MRP reversal,MRP reversal cytotoxicity,MRP reversal with doxorubicin,Bcl-B TR3 displacers,IL1B NFkB pot,IL1B NFkB pot cell count 2 µM
Cc1c(C(=O)Nc2ccc(Cl)cn2)oc2ccccc12,-8,106,x,-16,59,75,x,8,106
O=C(Nc1ccc2ccccc2c1)Nc1ccc2snnc2c1,-8,184,9%,-4,7,11,-9%,8,184
CCN(CC)C(=O)CSC1=C(C#N)C(c2cccs2)C=C(C)N1 (stereo not given),8,79,9%,0,67,67,-8%,-8,79
Cc1ccc(NC(=O)COc2ccc(/C=C3/SC(=Nc4ccccc4)N(Cc4cccnc4)C3=O)cc2)cc1,-24,200,-11%,x,x,x,-91%,24,200
COc1ccc(-n2c3c(cc(C(=O)Nc4ccc5c(c4)C(=O)NC5=O)c2=O)C(=O)CCC3)cc1,3,161,x,x,x,x,x,-3,161
CCS(=O)(=O)N1CCN(C(=O)CCC2CCCC2)CC1,-12,133,x,-8,107,114,x,12,133

# Complete entries from above. Values in the order: IL1B NFkB inh	IL1B NFkB inh cell count 2 µM	PLAP inhibition	MRP reversal	MRP reversal cytotoxicity	MRP reversal with doxorubicin	Bcl-B TR3 displacers	IL1B NFkB pot	IL1B NFkB pot cell count 2 µM
# `CCS(=O)(=O)N1CCN(C(=O)CCC2CCCC2)CC1` is listed with -12	133	x	-8	107	114	x	12	133
# `COc1ccc(-n2c3c(cc(C(=O)Nc4ccc5c(c4)C(=O)NC5=O)c2=O)C(=O)CCC3)cc1` is listed with 3	161	x	x	x	x	x	-3	161

# High-throughput results as filed in PubChem BioAssay.
